M. tuberculosis HTS = M. tuberculosis growth inhibition, HTS (AID 449762); one-dose inhibition, % at 25 µM; IC50 in µM for titrated hits; actives 0.59% (n = 330,000); M. tuberculosis H37Rv growth inhibition, 7H9 media; higher % means a stronger effect; in the data active = a potency from the dose series; inconclusive = inhibition above about 70% without an active follow-up result;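 note: bacterial growth assessed after seven days of incubation; strong numbers were not always called active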
H1N1 NS1A inhibition = H1N1 influenza NS1A inhibitors, functional cell based assay (AID 504329). actives 0.3% (n = 340,000). inhibition, % at 12.5 µM, or IC50 in µM where a hit was titrated. NS1A functional cell-based assay, percent inhibition; higher % means a stronger effect; in the data active = a potency from the dose series; inconclusive = inhibition above about 27% without an active follow-up result; note: strong numbers were not always called active
PhoP GFP inhibition = Inhibition of PhoP regulon, Salmonella typhi GFP reporter cells, confirmation, 4 h (AID 1850). Salmonella Typhi PhoP-promoter GFP reporter, fluorescence, 4 h; higher % means a stronger effect. inhibition, % at 50 µM, or IC50 in µM where a hit was titrated. actives 0.33% (n = 310,000); in the data active = a potency from the dose series; inconclusive = inhibition mostly from about 25% at the one dose, without a potency; inactive = the rest, 99 in 100 with inhibition below about 19%;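 note: 0% = induced wells with vehicle and 100% = uninduced wells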
inhibitors of VEEV = inhibitors of VEEV TC-83 cytopathic effect, confirmation, Vero cells (AID 588727); actives 0.13% (n = 350,000); inhibition, % at 20 µM, or IC50 in µM where a hit was titrated; Vero cells, VEEV TC-83 cytopathic effect inhibition; higher % means a stronger effect; in the data active = a potency from the dose series; inconclusive = inhibition mostly from about 14% at the one dose, without a potency; inactive = the rest, 99 in 100 with inhibition below about 12%; note: strong numbers were not always called active
tuberculosis growth = growth inhibition of non-replicating M. tuberculosis (AID 488890); one-dose inhibition, % at 25 µM; IC50 in µM for titrated hits; Mycobacterium tuberculosis non-replicating, growth inhibition; higher % means a stronger effect; actives 0.39% (n = 320,000); in the data active = a potency from the dose series; inconclusive = inhibition mostly from about 82% at the one dose, without a potency; inactive = the rest, 99 in 100 with inhibition below about 76%;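 note: plate controls were DMSO cells for no effect and high antibiotic wells for full effect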
inhibitors of VEEV 10K pilot screen = second read-out of inhibitors of VEEV, no call of its own (marks repeat the call); inhibition, %; measured here: 10K pilot screen inhibition
* marks the source's active call; other numbers are inactive results; i = inactive; ? = inconclusive; / = no result given.

SMILES	M. tuberculosis HTS	H1N1 NS1A inhibition	PhoP GFP inhibition	inhibitors of VEEV	tuberculosis growth	others
NC(=O)N/N=C/C=C/c1ccc(F)cc1	-7%	-5%	-14%	i	-17%
FC(F)(F)c1ccc(Sc2n[nH]c(C(F)(F)F)n2)nc1	-9%	-14%	0%	1.9%	51%
Nc1ccc2c(c1)OC1(CCCCC1)O2	/	12%	/	0.5%	/
COCCn1c(SCC(=O)N2CC(=O)Nc3ccccc32)nc2ccccc21	1%	6%	-3%	0.8%	-1%
CCOC(=O)c1sc(Nc2ccc(C)cc2C)nc1C	40%	-6%	-12%	0.5%	34%	inhibitors of VEEV 10K pilot screen=5.2
Cc1ccc(CNC(=O)c2ccc(Cl)cc2[N+](=O)[O-])cc1	5%	0%	0%	i	7%
CC1(C)C(=O)C2(CCCCC2)C(=O)OC1c1ccc(O)cc1 (stereo unspecified)	-2%	0%	3%	i	16%
O=C(Nc1nnc(COc2ccc(F)cc2)s1)c1ccco1	2%	/	-2%	0.8%	14%
CC(=O)/C(C#N)=C1\NC(=O)C(Cc2ccc(C)c(Cl)c2)S1 (stereo unspecified)	-2%	1%	3%	6.7µM*	43%
Cc1cccn2cc(CSc3nnc(Nc4ccc(C(C)C)cc4)s3)nc12	6%	-1%	3%	3.6%	58%
Cc1cccc(NC(=O)C2(c3ccccc3)CC2(Cl)Cl)c1 (stereo unspecified)	0%	11%	-1%	3.1%	19%	inhibitors of VEEV 10K pilot screen=1.0
COC(=O)c1sc(=S)n(-c2cc(F)ccc2F)c1N	5%	7%	17%	i	29%
CSc1nc(-c2ccco2)cc(C(F)(F)F)c1C#N	-6%	-13%	-4%	5.6%	-6%
Cc1cccn2c(=O)c3cc(C(=O)NCCN4CCOCC4)c(=N)n(Cc4ccc(F)cc4)c3nc12	7%	5%	-6%	>25µM*	13%
O=C(Nc1ccccc1C(F)(F)F)N1CCCC1c1cccnc1 (stereo unspecified)	-4%	-3%	-1%	i	-5%
CC1=Nc2ccc(C)cc2/C1=C/c1c(N)n2c(S(=O)(=O)C(C)C)nsc2nc1=O	/	4%	/	2.1%	/
Cc1cc(C(=O)COC(=O)CNC(=O)c2ccco2)c(C)n1Cc1ccco1	21%	-9%	4%	2.1%	3%
Cc1ccc(-c2nc(-c3ccncc3)no2)cc1Cl	2%	-3%	-4%	2.5%	13%
O=C(O)CC1S/C(=N/N=C/c2ccc(-c3ccccc3[N+](=O)[O-])o2)NC1=O (stereo unspecified)	3%	6%	-5%	0.4%	-3%
COc1cccc(C(CNC(=O)C(c2ccccc2)c2ccccc2)N(C)C)c1 (stereo unspecified)	6%	13%	-6%	0.6%	-5%
COC(=O)C1=C(C)N(Cc2ccccc2)C(=O)N[C@H]1c1cccs1	5%	2%	0%	0.2%	10%
CC(C)c1ccc(NC(=S)Nc2ccc3cn[nH]c3c2)cc1	?	7%	-6%	2.4%	?
CC(=O)OC1CCC2(C)C(COc3ccc4ccc(=O)oc4c3)C(C)(O)CCC2C1(C)C (stereo unspecified)	-2%	1%	-17%	6.7%	31%	inhibitors of VEEV 10K pilot screen=7.1
C=CCOC(=O)/C(=C/c1cccc2ccccc12)NC(=O)c1ccccc1	-1%	-2%	-6%	0.2%	-7%
COc1ccc(NC(=O)C2CCN(S(=O)(=O)c3ccccc3)CC2)cc1	-1%	-5%	-3%	1.8%	-25%
CCOC(=O)CCCNC(=O)CSc1nnc(-c2ccccc2)c(-c2ccccc2)n1	7%	-3%	-1%	5.1%	8%
Cc1cc(C)cc(NC(=O)CN2CCC(NC(=O)c3ccccc3F)CC2)c1	15%	-1%	1%	0.1%	27%
CCN(CC(=O)Nc1c(F)cccc1F)C(=O)CNC(=O)c1ccc(C)s1	-1%	0%	-3%	2.1%	2%
CCn1nccc1C(=O)Nc1ccc(Cl)cc1Cl	9%	-18%	-2%	0.8%	-3%
O=C(Nc1ccc(Cl)cc1)Nc1ccc(-c2cnco2)cc1	57%	4%	-13%	0.8%	7%

A draw from above in order of molar mass, largest number first.
SMILES	M. tuberculosis HTS	H1N1 NS1A inhibition	PhoP GFP inhibition	inhibitors of VEEV	tuberculosis growth	others
CCOC(=O)CCCNC(=O)CSc1nnc(-c2ccccc2)c(-c2ccccc2)n1	7%	-3%	-1%	5.1%	8%
COc1cccc(C(CNC(=O)C(c2ccccc2)c2ccccc2)N(C)C)c1 (stereo unspecified)	6%	13%	-6%	0.6%	-5%
Cc1cc(C(=O)COC(=O)CNC(=O)c2ccco2)c(C)n1Cc1ccco1	21%	-9%	4%	2.1%	3%
FC(F)(F)c1ccc(Sc2n[nH]c(C(F)(F)F)n2)nc1	-9%	-14%	0%	1.9%	51%

Next section
SMILES	M. tuberculosis HTS	H1N1 NS1A inhibition	PhoP GFP inhibition	inhibitors of VEEV	tuberculosis growth	others
CCOc1ccc(Nc2ccnc3cc(Cl)ccc23)cc1	?	11%	3%	i	68%
CCOc1ccc(OCC)c(S(=O)(=O)NCCCN2CCOCC2)c1	-10%	-2%	2%	i	6%
Cc1cc2c(ncn2Cc2ccccc2)c(NS(C)(=O)=O)c1C	-5%	3%	-13%	5.7%	18%
COc1ccsc1C(=O)N1CCN(Cc2ccc3c(c2)OCO3)CC1	-10%	8%	-11%	0.5%	/
CCOc1ncccc1C(=O)NNC(=O)c1cccc(S(=O)(=O)Nc2ccccc2OC)c1	0%	-7%	4%	9.1%	38%
Cc1ccc(S(=O)(=O)N(CC2CO2)c2cccc([N+](=O)[O-])c2)cc1 (stereo unspecified)	6%	1%	11%	1.5%	19%
O=C1NCC(=O)N2C(c3ccccc3)c3[nH]c4ccccc4c3C[C@@H]12 (stereo partly specified)	1%	-20%	-7%	0.1%	-9%
CSc1ccc(CCNC(=O)CSc2ccsc2[N+](=O)[O-])cc1	-5%	8%	0%	1.0%	-6%
COc1ccc(C/C(C)=N/NC(=S)Nc2ccc(C)c(C)c2)cc1	-3%	2%	-5%	0.1%	-1%
O=C(/C=C1\NC2(CCCC2)Cc2ccccc21)C(=O)N/N=C/c1ccccc1O	22%	3%	0%	i	-4%
CC(C)C(=O)Nc1cc(-c2nc3ncccc3o2)ccc1Cl	5%	2%	-8%	1.3%	-6%
Fc1ccc(COc2cccc(-c3n[nH]c(=S)o3)c2)cc1	2%	-3%	1%	0.9%	-17%
CCN(Cc1ccncc1)Cc1nc(CC2CC2)no1	-8%	-2%	-3%	2.1%	-4%
Cc1cnc(SCc2cnc(C)nc2N)nc1	-2%	-7%	18%	0.7%	15%
O=Cc1cc(CCC(=O)O)ccc1O	5%	-22%	65%	7.0%	-8%
Cc1c(O)ccc(C(=O)CN2CCN(c3ccc(F)cc3)CC2)c1O	-7%	4%	-4%	5.0%	-1%
COc1ccccc1N(C(=O)c1ccco1)C(C(=O)NC1CCCC1)c1cccs1 (stereo unspecified)	11%	5%	-17%	3.5%	33%
CCOc1ccccc1N=Cc1c(O)n(C)c(=O)n(C)c1=O	/	-1%	/	1.2%	/
O=C(CNS(=O)(=O)c1ccc(F)cc1)Nc1ccccc1	-5%	-2%	-11%	i	-13%
CCC(CO)NC(=O)c1ccc(-c2nn(C)c(=O)c3ccccc23)cc1 (stereo unspecified)	-5%	-3%	8%	1.8%	-3%
CC(C)C[C@H]1CN=C(Nc2ccccc2)N1CCCCc1ccccc1	?	-3%	-4%	i	51%
CC(/C=C/c1ccco1)=N/NC(=O)Cc1cccs1	-8%	8%	-1%	1.5%	25%	inhibitors of VEEV 10K pilot screen=0.5
CC1=C(C(=O)Nc2ccccc2C(=O)N2CCCCC2)SCCO1	-7%	9%	-1%	1.7%	7%
O=c1c(-c2ccc(Br)cc2)[n+]([O-])c2ccccc2n1OCc1ccccc1	1%	-7%	2%	0.2%	5%
O=C(NCc1nc2ccccc2[nH]1)c1ccc(Cl)c(S(=O)(=O)N2CCCC2)c1	-11%	0%	-6%	2.6%	19%
COCP(=O)(c1ccccc1)c1ccccc1	1%	-2%	6%	i	-15%
CCS(=O)(=O)c1ccc(N=Nc2ccc(O)c3ncccc23)c(OC)c1	/	9.8µM*	/	5.8%	/
CCOC(=O)COc1ccc(-c2nnc(-c3ccccc3)o2)cc1	?	-3%	-2%	2.4%	?
C=CCNc1ccc(N2C(=O)C3CCC(C)CC3C2=O)cc1[N+](=O)[O-] (stereo unspecified)	6%	/	-9%	/	10%
O=c1oc(-c2ccc(Br)o2)nc2ccccc12	8%	2%	0%	0.5%	40%
Cc1cc(C)nc(N2CCCC(C(=O)Nc3nnc(C(C)(C)C)s3)C2)n1 (stereo unspecified)	2%	-3%	1%	1.6%	-5%
COc1ccc(C(=O)NC(=S)NC2CCCCC2)cc1	7%	3%	-14%	4.5%	?
Cc1cc2c(NCC(C)O)ncnc2s1 (stereo unspecified)	1%	-2%	15%	i	-2%
Cc1ccc2nc(SCC(=O)Nc3cc(C)on3)[nH]c2c1	/	9%	10%	6.3%	/
CN1OC[C@@H]2CN(Cc3cc(Cl)cc(Cl)c3)[C@H](c3cccc(-c4ccccc4)c3)C[C@@H]21	/	-1%	/	1.0%	/
Cc1ccc(C2(O)CN3CCC2CC3)cc1 (stereo unspecified)	11%	-4%	-5%	0.3%	-5%
CCc1ccccc1NC(=O)NNS(=O)(=O)c1cc(C)ccc1C	-16%	-6%	-6%	1.5%	-6%
Cc1nn(CC(=O)Nc2cccc(Cl)c2)c(=O)c2cc(-c3ccccc3)nn12	-1%	6%	-8%	1.3%	5%
O=S(=O)(c1ccc(Cl)cc1)N1CCN(c2ncnc3sccc23)CC1	3%	-13%	/	i	41%
CCc1ccccc1NNC(=O)c1cc(C)on1	6%	-6%	-27%	0.6%	10%

Random excerpt: 4 entries already listed, in no set order.
SMILES	M. tuberculosis HTS	H1N1 NS1A inhibition	PhoP GFP inhibition	inhibitors of VEEV	tuberculosis growth	others
CCc1ccccc1NC(=O)NNS(=O)(=O)c1cc(C)ccc1C	-16%	-6%	-6%	1.5%	-6%
Cc1cc(C)nc(N2CCCC(C(=O)Nc3nnc(C(C)(C)C)s3)C2)n1 (stereo unspecified)	2%	-3%	1%	1.6%	-5%
Cc1ccc2nc(SCC(=O)Nc3cc(C)on3)[nH]c2c1	/	9%	10%	6.3%	/
COc1ccc(C(=O)NC(=S)NC2CCCCC2)cc1	7%	3%	-14%	4.5%	?

Remaining list, next part.
SMILES	M. tuberculosis HTS	H1N1 NS1A inhibition	PhoP GFP inhibition	inhibitors of VEEV	tuberculosis growth	others
Cc1cc(Cl)cc(Br)c1OCCCNCC(C)O (stereo unspecified)	5%	-12%	22%	i	15%
Cc1ccc2c(c1)C(=O)CCN2	-6%	5%	-3%	0.6%	-5%
CCC1=[N+]([O-])C(C)(/C(C)=N\O)N(O)C1(C)C (stereo unspecified)	-4%	-6%	-4%	0.3%	6%
COCCn1ccc2c(OCC(=O)NCc3ccc(C)cc3)cccc2c1=O	7%	-6%	3%	1.6%	8%
Cc1ccc(S(=O)(=O)NC(=O)c2ccc(-c3ccc(C)c4ccccc34)o2)cc1	11%	-7%	-10%	i	35%
CC1CCCCN1CC(O)COCc1ccc(Cl)cc1 (stereo unspecified)	6%	0%	-8%	0.7%	20%
COc1ccc(-c2nc3ccccc3c(=O)n2CCOc2ccccc2C)cc1	8%	13%	-5%	0.7%	-16%
CCC(NC(=S)NC1CCCCC1)c1ccccc1 (stereo unspecified)	7%	-1%	-1%	2.5%	37%
COc1ccc(/C=C/C(=O)Nc2cc(C(F)(F)F)ccc2Cl)cc1	-3%	-10%	-7%	0.2%	-23%
Cc1cc(NC(=O)CSc2nc(CC(C)(C)C)nc3c2c(=O)n(C)c(=O)n3C)no1	-8%	4%	-3%	7.9%	-1%
CCCSc1nc2sc3c(c2c(=O)[nH]1)CC(C)(CC)OC3 (stereo unspecified)	0%	-17%	-11%	0.7%	-4%
NC(=O)C1CCN(C(=S)c2ccc(-c3ccc(Br)cc3)o2)CC1	-2%	/	-5%	1.6%	76%
CC(C)NC(=O)c1onc(CSc2ccccc2F)c1C(=O)O	-2%	0%	-2%	0.3%	-19%	inhibitors of VEEV 10K pilot screen=1.2
C#CCOCCOCCOCCNc1nc(N2CCN(C(=O)C([C@@H](C)O)n3cc([C@@H](N)CCCCN)nn3)CC2)nc(N2CCN(C(=O)C([C@@H](C)O)n3cc([C@@H](N)CCCCN)nn3)CC2)n1 (stereo partly specified)	6%	-4%	/	0.2%	73%
O=C(Nc1ccc(Cl)cn1)c1ccccc1SCc1ccccc1	7%	-12%	-6%	0.6%	64%
COc1cc(CC(=O)O)c(C(C)=O)cc1OC	-3%	9%	3%	1.4%	-5%
COc1cc(CC(=O)Nc2ccc3nc(C)sc3c2)cc(OC)c1OC	-3%	1%	-4%	0.3%	10%
Cc1cccc(N2CCN(S(=O)(=O)c3c(C)noc3/C=C/N(C)C)CC2)c1C	5%	3%	9%	0.6%	-3%
